UBC13 polyUb – inhibitors of human UBC13 polyubiquitin chain formation | P61088 | TR-FRET | inhibition, % at 20 µM | 330,000 compounds, 0.47% hits | AID 485273; in the data active = inhibition above about 45%, passing the limit was not always enough
Target sequence (P61088 whole entry, looked up): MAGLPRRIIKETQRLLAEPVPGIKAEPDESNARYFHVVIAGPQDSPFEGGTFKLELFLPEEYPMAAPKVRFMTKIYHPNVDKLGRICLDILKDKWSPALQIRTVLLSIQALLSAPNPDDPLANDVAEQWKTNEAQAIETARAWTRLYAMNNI
CXCR6 block – blocks human CXCR6 beta-arrestin recruitment. CHO-K1 PathHunter CXCR6 beta-arrestin, luminescence. 360,000 compounds, 0.36% hits. inhibition, % at 20 µM. O00574; in the data active = inhibition above about 34%, passing the limit was not always enough;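 also: antagonist mode with CXCL16 agonist at 10 nM final; 0% = 10 nM CXCL16 with DMSO and 100% = unstimulated wells without agonist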
Target sequence (O00574 whole entry, looked up): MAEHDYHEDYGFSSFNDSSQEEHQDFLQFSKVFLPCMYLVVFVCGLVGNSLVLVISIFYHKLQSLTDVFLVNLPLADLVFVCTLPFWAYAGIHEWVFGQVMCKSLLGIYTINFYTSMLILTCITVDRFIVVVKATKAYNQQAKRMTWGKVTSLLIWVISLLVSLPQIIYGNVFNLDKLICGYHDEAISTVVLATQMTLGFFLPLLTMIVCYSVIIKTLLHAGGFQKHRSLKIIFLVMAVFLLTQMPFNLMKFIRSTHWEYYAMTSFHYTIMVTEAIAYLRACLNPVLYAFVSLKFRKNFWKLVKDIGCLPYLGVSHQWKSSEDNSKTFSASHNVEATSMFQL
Gli-Sufu block – Gli-Sufu pathway antagonism | Sufu-KO-LIGHT fibroblasts, Gli luciferase reporter luminescence | inhibition, % at 5 µM | 340,000 compounds, 0.74% hits;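 active = inhibition above about 55%, limit read from the data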;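 also: 0% = DMSO-treated cells and 100% = wells with medium but no cells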
APJ antag – antagonists of human APJ apelin receptor | 330,000 compounds, 0.32% hits | P35414 | CHO-K1 APJ beta-arrestin complementation, luminescence | inhibition, % at 20 µM;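 active = inhibition above about 40% at 20 µM, limit read from the data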;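 also: cells challenged with 10 nM apelin-13 agonist together with compound; plate controls were apelin-13 plus DMSO wells for no effect and DMSO wells lacking apelin-13 for full effect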
Target sequence (P35414 whole entry, looked up): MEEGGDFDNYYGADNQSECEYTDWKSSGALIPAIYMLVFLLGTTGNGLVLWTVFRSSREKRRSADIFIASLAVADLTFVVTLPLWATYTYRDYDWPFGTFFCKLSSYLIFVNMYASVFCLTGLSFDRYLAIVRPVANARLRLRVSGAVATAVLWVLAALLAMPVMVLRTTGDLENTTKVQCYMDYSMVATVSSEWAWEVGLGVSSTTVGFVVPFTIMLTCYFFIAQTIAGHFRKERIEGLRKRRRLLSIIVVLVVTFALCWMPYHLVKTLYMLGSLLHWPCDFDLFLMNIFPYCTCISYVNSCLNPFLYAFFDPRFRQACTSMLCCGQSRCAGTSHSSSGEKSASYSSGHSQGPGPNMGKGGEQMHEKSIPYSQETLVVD
APJ agonist – APJ receptor agonism. P35414. CHO-K1 APJ PathHunter beta-arrestin, luminescence; 0% DMSO wells, 100% apelin. activation, % at 20 µM. 330,000 compounds, 0.11% hits. AID 2520;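 active = activation more than six SD over the plate average, tested at 20 µM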;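 also: 0% = DMSO alone and 100% = apelin-13 at 10 nM; some results filed as inactive read as strong as hits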
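Assay system – PathHunter CHO-K1 APJ (AGTRL-1) beta-arrestin reporter cells · Compound – one dose, 20 µM compound, 1% DMSO · Timing – compound 90 min 25 °C, reagent 1 h · Measured by – luminescence from split beta-galactosidase complementation, Galacton Star/Emerald II substrate · Measure – beta-arrestin recruitment to APJ as agonist activity, luminescent signal · Benchmarks – DMSO vs Apelin-13 10 nM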
ATG4B inh – blocks human ATG4B protease cleavage of LC3 substrate | inhibition, % at 8.33 µM | 340,000 compounds, 0.51% hits | Q9Y4P1 | ATG4B cleavage of LC3-PLA2, NBD-HPC fluorescence, 1 h | AID 504462; in the data active = inhibition above about 40%
EBI2 antag – antagonists of human EBI2 receptor; P32249; EBI2 beta-arrestin recruitment, luminescence, 7a,25-OHC stimulated; inhibition, % at 5 µM; 360,000 compounds, 0.81% hits; AID 651636; in the data active = inhibition above about 38%;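 also: enzyme fragment complementation signal reports receptor beta-arrestin coupling in cells; 0% = agonist plus DMSO wells and 100% = wells without agonist; some results beyond the cut were filed as inactive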
CCR6 antag – antagonists of human CCR6 receptor; P51684; CHO-K1 CCR6 PathHunter beta-arrestin, luminescence, CCL20-stimulated; inhibition, % at 20 µM; 340,000 compounds, 0.49% hits; AID 493098;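 active = compounds whose inhibition of the agonist-driven luminescence signal at 20 µM reaches about 50%, limit read from the data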;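 also: cells stimulated with CCL20 at 14 nM final; plate controls were DMSO with CCL20 for no effect and DMSO without agonist for full effect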
Starred values were filed as active, the others as inactive; / = no result given.

molecule	UBC13 polyUb	CXCR6 block	Gli-Sufu block	APJ antag	APJ agonist	ATG4B inh	EBI2 antag	CCR6 antag
CCOCCCNC(=O)/C(C#N)=C/c1ccc(Cl)c([N+](=O)[O-])c1	-2	10	-2	-34	6	8	15	3
CCCn1c(SCC(=O)N2CCN(S(=O)(=O)c3ccc(Cl)cc3)CC2)n[nH]c1=O	-3	2	0	3	1	-3	-8	7
CCOC(=O)C[C@H]1c2ccccc2S(=O)(=O)N1Cc1cccc(C(F)(F)F)c1	4	-6	4	0	-5	8	4	12
CCOC(=O)COc1ccc(S(=O)(=O)NCc2cccnc2)cc1	6	9	2	0	-7	-1	10	0
CCSc1cnc(-c2ccccc2)n1CC	3	-1	-3	13	-5	-12	-2	7
On1onc2c3cc(-c4ccccc4)nc3ccc21	17	-13	65*	4	2	11	6	-1
COC(=O)Nc1ccc(S(=O)(=O)N2CCCc3cccc(O)c32)cc1	2	2	4	-12	-3	-4	-12	9
O=[N+]([O-])c1cc(-n2cnnn2)ccc1N1CCC(Cc2ccccc2)CC1	-5	9	9	2	-3	4	39	34
COc1ccc(-c2ccc3c(c2)C2CC3CCN2CCC#N)cc1 (centres undefined)	/	-8	-1	/	/	-1	4	-3
CCOC(=O)N1CCC(Nc2c(NCCCN3CCN(c4ccc(OC)cc4)CC3)c(=O)c2=O)CC1	14	0	3	-26	-2	-11	-14	-3
C/C(=N/NC(=O)c1cc(C)[nH]n1)c1ccncc1	-5	-6	33	-2	1	-2	4	1
O=C(C1CCCN(S(=O)(=O)c2cnc[nH]2)C1)N1CC(=O)N(CCc2ccccc2)C(=O)C1 (centres undefined)	1	3	41	-1	-3	4	-3	-1
COC(=O)c1cc(=O)n(Cc2ccc3c(c2)OCO3)c(=Nc2ccc(F)cc2)s1	-2	7	0	4	-5	0	66*	11
Cc1cccc(C)c1OCCOC(=O)c1cccc(S(=O)(=O)N2CCOCC2)c1	9	0	0	1	-2	-3	8	22
Nc1ccn(CC(=O)NCc2ccc3[nH]ccc3c2)c(=O)n1	-7	-4	2	3	-2	-7	-13	5
COc1ccccc1C1CC(=O)NC(C)=C1C(=O)OC(C)C (centres undefined)	-4	-2	-22	-1	-1	0	7	-2
CCOc1ccccc1N(CC(=O)NC(C)(C)C)C(=O)Cn1nnc(-c2ccc(C)o2)n1	-3	-1	-18	-7	-1	6	-4	12
Cc1ccc(S(=O)(=O)CCc2nc3ccccc3n2CCC#N)cc1	-3	-6	20	5	2	0	2	-7
Cc1cc(C)c(NC(=O)CNC(=O)CN(C)Cc2ccc(Br)s2)c(C)c1	12	8	6	2	-1	-10	-1	9
O=C1c2ccccc2C(=O)C1c1ccccc1F	-8	4	8	15	-3	4	-14	6
OCC1(Cc2ccccc2)CCN(Cc2cc3ccccc3o2)CC1	11	0	22	27	-3	1	4	-5
Nc1nnc(-c2cc3ccccc3oc2=O)s1	-7	-6	-29	-11	-3	-1	5	-12
Cn1cccc1C(=O)OCC(=O)c1ccc(Br)s1	9	1	-56	6	-6	15	-3	14
COc1ccc(CCC(=O)Nc2nc3ccccc3[nH]2)cc1	2	-13	6	-10	-2	2	5	-6
c1ccc2c(c1)CCOC2CNCCCN1CCCCC1 (centres undefined)	/	-3	-4	/	/	-6	-2	-10
COc1ccccc1N1CCN(S(=O)(=O)CCNC(=O)C23CC4CC(CC(C4)C2)C3)CC1	2	-8	16	4	-3	-10	10	13
C=CCN1CC(=O)N2C(c3ccccc3)c3[nH]c4ccccc4c3C[C@H]2C1=O (some centres undefined)	2	1	-9	-9	-1	4	-6	3
COc1ccc(-c2nn(-c3ccccc3)cc2/C=N/NC(=O)c2ccc(Br)o2)cc1	-11	-34	52	-27	12	-3	-32	2
Cc1csc(=O)n1CCC(=O)N(C)Cc1c(F)cccc1Cl	-4	3	4	-4	-1	6	3	7
Cc1cc(NC(=O)Cn2nnc3sc4c(c3c2=O)CCCC4)no1	-17	-2	-1	7	2	-2	0	17
COc1ccc(/C=C/C(O)=C2/C(=O)N(C)C3(C)CC2c2ccccc2O3)cc1 (centres undefined)	6	-4	22	6	3	13	11	5
CC(C)[C@H](NC(=O)c1ccccc1)C(=O)OCC(=O)NCc1ccc(F)cc1	-2	-12	9	13	-3	2	-7	15
CCOC(=O)c1ccccc1NC(=O)C(C)Oc1ccccc1 (centres undefined)	1	-20	0	19	1	-2	7	-6
Cc1ccc(S(=O)(=O)N2CCN(S(C)(=O)=O)C2C)cc1 (centres undefined)	-6	-3	2	-26	6	-9	8	-2
CC(Oc1ccc(F)cc1)C(=O)Nc1sc2c(c1C(=O)NCc1cccnc1)CCCC2 (centres undefined)	-25	16	-7	2	-1	-4	26	-3
COc1ccc2c(CC(=O)N3CCc4cc(OC)c(OC)cc4C3)coc2c1	12	7	14	28	-1	-9	1	11
O=C(C[n+]1ccccc1)N/N=C/c1ccco1	7	-3	3	2	-2	2	6	10
CC(C)(C)c1ccc(NC(=O)Nc2ccc(F)cc2)cc1	-2	-20	-86	-18	5	6	12	-38
CCc1ccc(OCC(=O)OCC(=O)NC2CCCC(C)C2C)cc1 (centres undefined)	11	10	1	-1	-7	0	9	0
CN(C)c1nnnn1-c1ccccc1Oc1ncc(C(F)(F)F)cc1Cl	0	0	-2	19	-1	-4	-13	3
Cc1cccc(CC(Cc2nc3ccccc3[nH]2)c2nc3ccccc3[nH]2)c1 (centres undefined)	-14	3	-9	5	-2	-5	15	2
COc1ccc(-c2cn(CCC(=O)O)c(C)n2)cc1	0	1	8	-1	-2	6	-16	-4
Cc1nnc(SCC(=O)N2CCC(Cc3ccccc3)CC2)n(N)c1=O	1	-8	/	15	0	4	-9	-3
CC1(C)C(=O)Nc2ccccc2N1C(=O)CN1C(=O)c2ccccc2C1=O	5	4	-4	-12	4	-9	7	-28
CCOc1ccc(NCc2nnc(SCc3ccc(Cl)cc3)n2-c2ccccc2)cc1	9	9	9	-12	-2	7	13	8
CC(Sc1nnc(-c2ccccc2F)n1C1CC1)C(=O)NC(N)=O (centres undefined)	-3	-6	-17	-19	0	2	-5	2
CCN(CC)S(=O)(=O)c1ccc(-c2nnc(SCC(=O)N3c4ccccc4CC3C)n2CC)cc1 (centres undefined)	3	-15	32	-13	1	28	10	5
CC(C)(C)c1ccc(S(=O)(=O)N2CCC(N3CCCCC3)CC2)cc1	2	0	-1	7	-1	-4	-9	11

Some entries already given, reduced to Gli-Sufu block and APJ agonist:
| canonical_smiles | Gli-Sufu block | APJ agonist |
| --- | --- | --- |
| COc1ccc(-c2cn(CCC(=O)O)c(C)n2)cc1 | 8 | -2 |
| Cc1nnc(SCC(=O)N2CCC(Cc3ccccc3)CC2)n(N)c1=O | / | 0 |

Further records
Below each SMILES – UBC13 polyUb	CXCR6 block	Gli-Sufu block	APJ antag	APJ agonist	ATG4B inh	EBI2 antag	CCR6 antag
> CCOc1cc(N2CCOCC2)c(OCC)cc1NC(=O)C1CC(=O)N(c2ccc(C)cc2)C1 (centres undefined)
  -4	-11	3	10	0	-5	-4	10
> Nc1ncnc(Sc2ncccn2)c1[N+](=O)[O-]
  /	29	5	/	/	-3	-29	34
> CCOc1ccc(CNC(=S)N/N=C\c2ccc([N+](=O)[O-])cc2)cc1
  -4	6	-39	-31	3	-7	-3	15
> O=C(CC1SC(N2CCCC2)=NC1=O)Nc1ccc(C(=O)N2CCCC(C(F)(F)F)C2)cc1 (centres undefined)
  0	-6	-6	6	-1	3	7	8
> Cc1cc(C(=O)CCC(=O)N(C)CC(=O)Nc2ccc(OC(F)(F)F)cc2)c(C)s1
  -11	-3	-6	17	-3	-13	14	8
> O=C(Nc1ccccc1N1CCOCC1)c1cnccn1
  -2	2	-6	1	0	-2	7	5
> CCOc1ccc(Oc2ccccc2NC(=O)CCNC(C)=O)cc1
  1	1	1	15	0	-11	-11	2
> CCOC(=O)c1c(C)[nH]c(C)c1S(=O)(=O)NCC1CCN(Cc2cccc(Cl)c2)CC1
  6	8	20	13	7	3	1	-18
> CC1CN(C(=O)Cc2ccc(-c3ccccc3)cc2)CC(C)O1 (centres undefined)
  6	-11	-1	-10	6	9	-3	-3

Entries from the list above that contain an aryl thioether with sulfur outside any ring:
Below each SMILES – UBC13 polyUb	CXCR6 block	Gli-Sufu block	APJ antag	APJ agonist	ATG4B inh	EBI2 antag	CCR6 antag
> CCCn1c(SCC(=O)N2CCN(S(=O)(=O)c3ccc(Cl)cc3)CC2)n[nH]c1=O
  -3	2	0	3	1	-3	-8	7
> CCSc1cnc(-c2ccccc2)n1CC
  3	-1	-3	13	-5	-12	-2	7
> Cc1nnc(SCC(=O)N2CCC(Cc3ccccc3)CC2)n(N)c1=O
  1	-8	/	15	0	4	-9	-3
> CCOc1ccc(NCc2nnc(SCc3ccc(Cl)cc3)n2-c2ccccc2)cc1
  9	9	9	-12	-2	7	13	8
> CC(Sc1nnc(-c2ccccc2F)n1C1CC1)C(=O)NC(N)=O (centres undefined)
  -3	-6	-17	-19	0	2	-5	2
> CCN(CC)S(=O)(=O)c1ccc(-c2nnc(SCC(=O)N3c4ccccc4CC3C)n2CC)cc1 (centres undefined)
  3	-15	32	-13	1	28	10	5
> Nc1ncnc(Sc2ncccn2)c1[N+](=O)[O-]
  /	29	5	/	/	-3	-29	34

Screening data: PubChem, Sanford-Burnham Center for Chemical Genomics

This is a random part of the collection; about 3% have a hit in one of these screens.
